# Screens: PubChem BioAssay, The Scripps Research Institute Molecular Screening Center
# TEAD-YAP inh = TEAD-YAP interaction inhibition, primary screen, TEAD-YAP interaction inhibitor project, luminescence, HEK-TIYL cells; TEAD-Gal4/YAP UAS-luciferase luminescence; inhibition, % at 9.12 µM; 640,000 tested, 1.4% active; in the data active = inhibition above about 32%;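 note: 0% = median of test compound wells and 100% = reference inhibitor wells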
# GPR151 ag = activators of human GPR151, primary screen, cell-based, PathHunter beta-arrestin, luminescence. PathHunter beta-arrestin GPR151 cells. activation, % at 11.2 µM. 650,000 tested, 1% active. AID 1508602, 2020; in the data active = activation above about 4.9%;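 note: 0% = median of compound wells and 100% = cells with positive control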
# Target sequence (Q8TDV0 whole entry, looked up): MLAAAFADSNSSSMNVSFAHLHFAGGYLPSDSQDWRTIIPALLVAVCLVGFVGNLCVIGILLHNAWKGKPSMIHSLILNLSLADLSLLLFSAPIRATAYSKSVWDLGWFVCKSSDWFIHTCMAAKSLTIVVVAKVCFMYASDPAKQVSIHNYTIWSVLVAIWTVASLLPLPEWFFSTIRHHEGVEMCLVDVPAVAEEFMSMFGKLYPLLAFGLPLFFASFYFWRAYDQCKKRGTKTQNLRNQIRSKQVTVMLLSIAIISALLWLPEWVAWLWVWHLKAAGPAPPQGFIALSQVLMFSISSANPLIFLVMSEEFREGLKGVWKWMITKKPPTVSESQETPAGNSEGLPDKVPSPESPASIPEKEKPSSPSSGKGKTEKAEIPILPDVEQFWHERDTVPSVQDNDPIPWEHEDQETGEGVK
# FBW7 act = FBW7 E3 ligase activators, primary screen, biochemical, AlphaScreen, human; AlphaScreen FBW7–phospho-cyclin E peptide binding, activator screen; normalized activity (activation), % at 26.1 µM; 650,000 tested, 0.13% active; AID 1259310, 2017; in the data active = normalized activity above about 1.9%;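 note: purified mutant Fbw7 with reduced substrate affinity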
# MITF inh = MITF inhibitors, primary screen, biochemical, AlphaScreen, human; Microphthalmia-associated transcription factor (Homo sapiens), O75030; AlphaScreen MITF homodimerization, bead proximity signal; inhibition, % at 2.6 µM; 650,000 tested, 0.91% active; AID 1259374, 2018; in the data active = inhibition above about 50%;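 note: 0% = vehicle wells with protein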
# Target sequence (O75030 whole entry, looked up): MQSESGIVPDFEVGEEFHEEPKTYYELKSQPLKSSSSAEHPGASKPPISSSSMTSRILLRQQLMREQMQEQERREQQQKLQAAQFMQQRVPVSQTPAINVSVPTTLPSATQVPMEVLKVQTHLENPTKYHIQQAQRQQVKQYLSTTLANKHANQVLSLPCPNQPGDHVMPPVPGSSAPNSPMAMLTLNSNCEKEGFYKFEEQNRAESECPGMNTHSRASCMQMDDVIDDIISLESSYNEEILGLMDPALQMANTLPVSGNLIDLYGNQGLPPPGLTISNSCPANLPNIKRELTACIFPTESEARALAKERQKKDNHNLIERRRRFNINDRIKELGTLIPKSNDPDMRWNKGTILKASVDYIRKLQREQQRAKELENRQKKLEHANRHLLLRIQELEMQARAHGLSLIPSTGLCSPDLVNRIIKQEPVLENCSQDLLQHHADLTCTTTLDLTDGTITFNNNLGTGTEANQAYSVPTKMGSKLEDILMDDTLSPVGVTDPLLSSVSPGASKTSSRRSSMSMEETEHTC
# Starred values were filed as active, the others as inactive; x = no result given.
smiles,TEAD-YAP inh,GPR151 ag,FBW7 act,MITF inh
CC(C)CCC1(C2CCN(CC3=CC[C@H]4C[C@@H]3C4(C)C)CC2)NC(=O)NC1=O (stereo not given in full),0,-0.6,0.1,-10
COc1cc2c(cc1OC)CN(Cc1ccc(OC)c(C)c1OC)CC2,3,-0.5,-0.1,5
O=C(NCCc1ccccc1)C(F)(F)C(F)F,0,19*,-0.2,6
CCOC(=O)c1c(NC(=O)c2ccccc2OC)sc2c1CCCC2,-3,0.0,0.1,-10
COc1cc(Br)cc(/C=C2/NC(=O)N(c3ccccc3)C2=O)c1O,-34,-5.3,0.0,-5
CCOc1ccc(-n2cc(C(=O)NC(C)CC)c3cc(OC)c(OC)cc3c2=O)cc1 (stereo not given),3,-1.4,-0.1,-4
CCOC(=O)c1cccc(NC(=O)c2oc3c(c2C)-c2[nH]ncc2CC3)c1,-14,-2.0,-0.1,-5
COc1ccccc1C1CC(c2cccc(NS(C)(=O)=O)c2)=NN1C(=O)c1ccco1 (stereo not given),-7,-3.7,-0.1,-4
CCCNc1nccn2c(-c3ccc(N4CCN(C)CC4)nc3)cnc12,7,-0.2,0.1,14
O=C(NCc1ccco1)c1ccc(CS(=O)(=O)c2ccc(Cl)cc2)o1,1,0.5,-0.1,4
O=C1NCCN/C1=C\C(=O)c1ccccc1,-21,-0.8,0.8,22
C=CCn1c2cc(C)sc2c2cnn(CC(=O)N3CCCCCC3)c(=O)c21,13,0.8,0.0,12
O=c1[nH]c(=O)c2nnc(N/N=C/c3ccc(Cl)cc3Cl)nc2[nH]1,1,0.1,0.0,10
Cc1nc2nc(-c3ccc(Cl)cc3)[nH]n2c(=O)c1C,-16,2.9,0.6,1
CCN1CCN(S(=O)(=O)c2cccc3nonc23)CC1,-2,-0.3,-0.1,-3
O=c1ccc2ccc(Oc3ccc(C(F)(F)F)cn3)cc2o1,-14,-0.5,0.0,40
N#CCCN1CCN(C2=NC(=O)/C(=C\c3ccc(Cl)cc3)S2)CC1,-16,-0.2,0.8,0
O=C(CCCCn1c(=O)[nH]c2ccccc2c1=O)NCc1ccccc1Cl,-5,-0.2,1.1,15
CCOC(=O)c1cc2occc2n1CC(=O)N(C)C1CCCCC1,7,-1.3,-0.2,19
COc1ccc(NC(=O)c2ccc3c(=O)n(Cc4cccc(Br)c4)c(=S)[nH]c3c2)cc1Cl,0,-0.8,0.0,-1

# (cont.)
smiles,TEAD-YAP inh,GPR151 ag,FBW7 act,MITF inh
COc1cc(Nc2nc(NCc3cccc(C(F)(F)F)c3)c3ncn(-c4ccccc4)c3n2)cc(OC)c1OC,-11,0.2,0.0,9
CCC(C)n1c(=S)[nH]c2ccccc2c1=O (stereo not given),-2,0.2,0.1,1
NC(=O)c1cncc(-c2cc(F)c3c(c2)CC(CNC(=O)C2CCCO2)O3)c1 (stereo not given),-3,0.9,-0.1,6
Cc1ccc(S(=O)(=O)CCC(=O)OCc2ccccc2F)cc1,-3,-2.2,0.3,22
Cc1ccc(C2CC(c3cccs3)=NN2C(=O)CSC2=NN3CCCC(=O)N=C3S2)cc1 (stereo not given),11,1.0,0.0,6
CCOC(=O)C1CCC(CN(Cc2ccc(Cl)cc2)S(=O)(=O)c2ccc(F)c(C(=O)Nc3ccc(Cl)cc3F)c2)CC1 (stereo not given),-1,1.2,-0.2,-2
COc1cc(/C=C2/N=C(c3ccc(Cl)c(Cl)c3)OC2=O)cc(OC)c1OC,11,-1.4,-0.1,-7
COc1ccc(N2C(=O)NC(=O)/C(=C\c3ccoc3)C2=O)cc1,-4,0.1,-0.2,47
O=C1C(=O)N(CCN2CCOCC2)C(c2ccco2)/C1=C(/O)c1ccc(S(=O)(=O)N2CCOCC2)cc1 (stereo not given),5,0.1,-0.1,-5
CCOC(=O)c1c(C)n(C)c2cc(Br)c(C)cc12,-3,-1.6,0.1,16
COc1cc(-c2cc(C(F)(F)F)n3ncc(C(=O)Nc4ccc(C(C)=O)cc4)c3n2)cc(OC)c1OC,0,3.4,-0.1,3
O=C(NCc1cccnc1)C(=O)N/N=C/c1cccc([N+](=O)[O-])c1,-4,0.9,-0.1,1
Cc1ccc(Nc2ccc3nonc3c2[N+](=O)[O-])cc1[N+](=O)[O-],4,-0.4,0.0,-3
Cc1ccc(CCC(=O)N2CCC3(CC2)NC(=O)c2ccccc2O3)o1,5,-0.9,0.3,6
COC(=O)c1oc2ccccc2c1N1Cc2ccccc2C1,-5,0.5,-0.1,6
CCOC(=O)c1ccc(N2C(=O)c3n[nH]c(C)c3C2c2ccc(F)cc2)cc1 (stereo not given),-2,0.0,-0.2,5
CC1(C)Cc2c(c(-c3ccco3)nc3sc4c(N5CCCC5)ncnc4c23)CO1,-1,0.1,0.0,-14
COC(=O)c1ccccc1S(=O)(=O)NNC(=O)COc1ccc2c(C)cc(=O)oc2c1,-4,-0.6,-0.1,-12
OCc1ccccc1-c1cnc2c(Nc3ccc4[nH]ccc4c3)nccn12,93*,-4.7,0.0,13
O=C1N(Cc2ccccc2)CCN1c1ccc(F)cc1F,-20,-1.7,1.1,9

# Continuation.
smiles,TEAD-YAP inh,GPR151 ag,FBW7 act,MITF inh
CCn1cc(C(C)NC(=O)c2ccc(Cl)cc2Cl)c(C)n1 (stereo not given),-8,-0.9,0.4,3
CCCc1cc(=O)n2[nH]c(-c3cc(OC)c(OC)c(OC)c3)nc2n1,8,0.1,0.0,-17
CCOC(=O)COc1cccc2c1ccc1c3c(c(=O)oc12)CCCC3,-5,1.3,0.0,7
COC(=O)c1ccc(CN2CC(c3nc(C4CC4)no3)C2)cc1,4,2.0,-0.2,32
C[C@H]1C(=O)N2CCN(C(=O)c3ccc(-c4ccccc4)cc3)C[C@@H]2C(=O)N1C,-4,4.3,0.0,33
O=C(Nc1ccc(-c2nc3ccccc3s2)c(O)c1)c1ccc([N+](=O)[O-])o1,15,0.4,0.0,7
CC(C)c1cc(C(C)C)c(S(=O)(=O)NCCc2ccccc2)c(C(C)C)c1,9,-0.5,0.3,9
COc1ccc(Br)cc1/C=C1N=C(/C=C/c2ccccc2OC)OC\1=O,8,-0.6,-0.1,7
O=[N+]([O-])c1ccc(-c2nc(/C=C3\C=Nc4ccccc43)c(O)o2)cc1,-3,3.6,-0.1,4
CC(C)[C@@H](OCc1ccccc1)[C@H](C)/C=N/OC[C@@H](O)[C@H]1O[C@@H]2OC(C)(C)O[C@@H]2[C@H]1O,x,2.7,-0.2,-17
OCCN(CC12CC3CC(CC(C3)C1)C2)c1nncc(-c2ccccc2)n1,-8,-2.3,-0.1,14
CC(NC(=O)OC(C)(C)C)C(=O)Nc1ccc(I)cc1 (stereo not given),-6,-0.9,-0.2,6
O=C(O)CC(C(=O)NC1CCCCC1)C1CCCO1 (stereo not given),9,-1.0,-0.1,-14
Cc1cc(OCCCC(=O)N2CCOCC2)cc(C)c1Cl,-14,-1.2,-0.1,-9
O=C(Nc1ccc(F)c([N+](=O)[O-])c1)c1ccc2ccccc2c1,-14,4.2,-0.1,7
Cc1cc(C(=O)NC(C)C(C)(C)C)cs1 (stereo not given),10,2.0,0.0,8
O=C(Nc1nnc(Cc2c[nH]c3ccccc23)s1)c1ccc(F)cc1,3,0.0,0.0,4
Nc1c(C(=O)Nc2ccccc2)sc2nc3c(cc12)CCC3,30,1.9,0.0,-8
CCC(=O)N(Cc1ccco1)C1CC(=O)N(c2ccc(Cl)cc2)C1=O (stereo not given),-4,0.0,0.2,3
Cc1c(Cl)cccc1-n1c(SCC(=O)N2CCC(C)CC2)nc2n[nH]c(C)c2c1=N,-11,-0.9,-0.1,-2

# Other entries follow:
smiles,TEAD-YAP inh,GPR151 ag,FBW7 act,MITF inh
O=C(Nc1nc2c(s1)CCCC2)c1ccccc1I,-75,2.3,-0.1,-2
CCOC(=O)C1=C(O)/C(=C\c2ccc(OC)cc2OC)N=C1C,-5,3.9,-0.1,1
CCCNC(=O)C(Cc1ccccc1)NS(=O)(=O)c1ccc(Cl)cc1 (stereo not given),-1,0.6,0.0,14
COc1ccccc1CN[C@H]1C[C@H]2C(=O)N[C@@H](Cc3c[nH]c4ccccc34)C(=O)N2C1,1,1.6,0.1,15
C=CCN(c1ccccc1)S(=O)(=O)c1ccc(F)c(C(=O)Nc2ccccc2OCC)c1,5,-0.3,0.1,1
CN1C(=O)C(O)(CC(=O)c2cccnc2)c2ccccc21 (stereo not given),9,14*,0.2,18
Cc1ccccc1-n1nc2c(c1NC(=O)C1CCCCC1)CSC2,-3,2.6,0.6,8
O=C(Nc1ccc(S(=O)(=O)N2CCCC2)cc1)C(=O)NC1CCCc2ccccc21 (stereo not given),7,0.1,0.0,7
CC(=O)Nc1ccc(S(=O)(=O)NNC(=O)c2ccc([N+](=O)[O-])cc2)cc1,1,0.3,-0.1,1
O=C(NCc1cccnc1)c1ccc2nc(Br)sc2c1,-7,-0.7,0.0,7
COc1cc(NC(=S)NCc2ccccc2OC)cc(OC)c1,3,0.4,0.7,5
CC(=O)c1ccc(NC(=O)Cc2coc3cc(C)ccc23)cc1,-15,-0.2,0.2,-25
Cc1nn(C)c(C)c1-c1ccc(C(=O)NCCO)s1,2,2.0,0.1,4
CCC(Sc1nc2ccccc2c2nc(C)nn12)C(=O)N1CCOCC1 (stereo not given),4,-0.6,-0.3,-8
O=C(Nc1ccccc1Cl)c1c(NC(=O)C(F)(F)F)sc2c1CCCC2,3,0.8,0.9,9
COc1ccc(/C=C2/N=C(c3ccco3)OC2=O)cc1Br,9,-1.1,0.5,5
CCCOc1c(Cl)cc(/C=C/C(=O)O)cc1OC,4,-0.3,-0.2,0
COC(=O)C1=C(C)N(C2CCCCC2)C(=O)/C1=C\c1ccc(C(=O)OC)cc1,-11,-0.9,0.9,7
C[C@H](Nc1ccc(C(F)(F)F)cc1[N+](=O)[O-])C(=O)OCC(=O)Nc1cc(F)ccc1F,3,1.2,-0.1,-1
Cn1c(=O)c2c(nc3n2CCCN3c2ccc(F)cc2)n(C)c1=O,8,2.2,0.1,3

# The listing continues:
smiles,TEAD-YAP inh,GPR151 ag,FBW7 act,MITF inh
Cc1ccc2c(c1)-c1c(ssc1=Nc1ccc(S(N)(=O)=O)cc1)C(C)(C)N2Cc1ccccc1,15,0.2,-0.1,16
CCN1C(=O)/C(=c2\sc3nc(=O)c(-c4ccccc4)nn3c2=O)c2ccccc21,-2,-0.8,0.1,-3
CCOC(=O)C1=C(O)/C(=C/c2ccc(N(C)C)cc2)SC1=Nc1ccccc1,-7,-0.7,0.4,9
COCCCn1c(SCC(=O)NC2CCCCC2)nnc1-c1ccccc1,-3,-0.3,0.0,8
Cc1ccc(C)c(N2CCN(S(=O)(=O)c3cc(C(=O)Nc4ccc(C(C)C)cc4)ccc3F)CC2)c1,2,-0.5,0.0,4
Cc1ccc(-n2nc3c(c2NC(=O)/C=C\c2ccccc2)CS(=O)(=O)C3)c(C)c1,-7,0.9,1.2,20
CN(C)C1CCCCC1NS(=O)(=O)c1ccc(Cl)cc1 (stereo not given),5,-1.1,0.1,-4
CCc1ccccc1Nc1nc(Nc2ccccc2CC)nc(N2CCc3ccccc3C2)n1,1,2.0,-0.3,-10
COC(C(=O)N/N=C/c1cc([N+](=O)[O-])ccc1Cl)c1ccccc1 (stereo not given),-5,-0.2,0.1,26
Cc1cc2nnc(SCc3ccc4c(c3)OCO4)n2c2ccccc12,-25,-0.8,0.2,-2
O=C(COC(=O)c1ccc(Cl)nc1)NCc1ccco1,7,0.0,-0.2,19
CCC(C)(C)NC(=O)C(c1ccco1)N(Cc1ccco1)C(=O)Cn1nnc2ccccc21 (stereo not given),6,-1.0,0.1,6
COc1ccc(NC(=S)N2CCN(C(=O)C3CCCO3)CC2)cc1OC (stereo not given),6,0.4,-0.3,-5
NC(=S)NCCC[C@H](N)C(=O)O,x,1.7,x,6
O=C(COc1ncnc2ccc(Br)cc12)Nc1ccc(F)c(F)c1F,6,2.0,0.1,-9
CN=c1c([N+](=O)[O-])nn(-c2ccc3c(c2)OCCO3)n1O,-12,-0.1,-0.3,-7
C[C@H]1NC(=O)[C@H]2CN(C(=O)c3ccc(F)cc3)CCN2C1=O,8,-0.3,0.0,-1
CCC[C@@H]1NC(=O)[C@H]2CN(Cc3ccc(OC)cc3)CCN2C1=O,4,3.4,0.1,14
CCOc1cc(C(=S)N2CCC(C)CC2)ccc1OC(=O)c1ccccc1Br,-12,-0.4,-0.2,0

# Shown as labelled records: part of the list above
O=C(COc1ncnc2ccc(Br)cc12)Nc1ccc(F)c(F)c1F
  TEAD-YAP inh = 6	GPR151 ag = 2.0	FBW7 act = 0.1	MITF inh = -9
CN=c1c([N+](=O)[O-])nn(-c2ccc3c(c2)OCCO3)n1O
  TEAD-YAP inh = -12	GPR151 ag = -0.1	FBW7 act = -0.3	MITF inh = -7
C[C@H]1NC(=O)[C@H]2CN(C(=O)c3ccc(F)cc3)CCN2C1=O
  TEAD-YAP inh = 8	GPR151 ag = -0.3	FBW7 act = 0.0	MITF inh = -1
CCC[C@@H]1NC(=O)[C@H]2CN(Cc3ccc(OC)cc3)CCN2C1=O
  TEAD-YAP inh = 4	GPR151 ag = 3.4	FBW7 act = 0.1	MITF inh = 14
